# ELG1 DNA repair – inhibitors of ELG1-dependent DNA repair in HEK293T cells. 330,000 tested, 2.3% active. HEK293T ELG1-luciferase reporter, luminescence, 16 h; DNA damage induced by 5-fluorouridine. Potency, µM (series often up to 46.1 µM), without a hit: at the top dose activity change, negative = inhibition, actives largely listed as inhibitors; note: potency is the fitted concentration of half-maximal effect; % is set by controls: 0 for no effect and ±100 for the full control effect; nearly all actives have a fitted effect of over 55% in size
#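 Step one: seed 2,000 cells per well. Step two: pin-transfer compound or DMSO alongside 5-fluorouridine. Step three: incubate 16 hr, 37 °C, 5% CO2. Step four: add ONE-Glo, wait 30 min, read luminescence.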
# TRPV1 agonist – human TRPV1 agonism. activation, % at 8.33 µM. Q8NER1. TRPV1-expressing cells, Fluo-8 calcium influx, agonist mode. 320,000 tested, 0.19% active; in the data active = activation above about 80%; inconclusive = between about 30% and that limit; note: 0% is about no effect
# Target sequence (Q8NER1 whole entry, looked up): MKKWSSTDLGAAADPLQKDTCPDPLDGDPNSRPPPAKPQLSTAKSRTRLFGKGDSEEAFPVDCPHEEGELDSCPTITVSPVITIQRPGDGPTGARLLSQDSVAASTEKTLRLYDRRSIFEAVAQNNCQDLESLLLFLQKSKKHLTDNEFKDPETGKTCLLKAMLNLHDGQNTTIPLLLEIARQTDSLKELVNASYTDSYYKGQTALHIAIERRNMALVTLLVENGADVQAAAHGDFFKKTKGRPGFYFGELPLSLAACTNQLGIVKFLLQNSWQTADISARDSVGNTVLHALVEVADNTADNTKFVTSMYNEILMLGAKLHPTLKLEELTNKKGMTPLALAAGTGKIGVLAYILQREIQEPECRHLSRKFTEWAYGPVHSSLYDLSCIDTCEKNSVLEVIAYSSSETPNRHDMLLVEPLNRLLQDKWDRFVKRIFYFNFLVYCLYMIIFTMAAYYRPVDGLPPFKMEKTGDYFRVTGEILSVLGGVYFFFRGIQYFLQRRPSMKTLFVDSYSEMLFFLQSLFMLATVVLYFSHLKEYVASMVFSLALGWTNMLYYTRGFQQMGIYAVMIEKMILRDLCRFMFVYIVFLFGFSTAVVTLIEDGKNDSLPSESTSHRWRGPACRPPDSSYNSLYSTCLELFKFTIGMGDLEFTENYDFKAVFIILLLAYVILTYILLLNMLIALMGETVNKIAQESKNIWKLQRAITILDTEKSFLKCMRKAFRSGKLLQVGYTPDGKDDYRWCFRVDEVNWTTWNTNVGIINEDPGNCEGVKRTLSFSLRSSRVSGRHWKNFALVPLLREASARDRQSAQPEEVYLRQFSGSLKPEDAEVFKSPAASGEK
#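 Fluo-8 calcium influx in TRPV1-expressing cells, kinetic read (ex 480/em 520 nm). Compound added and read 3 min for agonist activity, followed by capsaicin at EC20 final and 2 min further read for enhancement.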
# BRCA1 expr act – BRCA1 expression activation. Potency, µM (doses to about 46.1 µM), for the others: at the top dose activation, actives largely listed as activators. 380,000 tested, 1.1% active. MCF7-BRCA1-FFLuc reporter, luminescence, 48 h; response scale: scaled: vehicle 0%, 10 µM genistein 100%; note: potency is the fitted concentration of half-maximal effect; nearly all actives have a fitted effect of over 80% in size; some results filed as inactive show a strong effect at the top dose
#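 Using MCF7 cells harboring a BRCA1 firefly luciferase reporter, plated 2 h before compound pinning, the screen measured luminescence after 48 h incubation. Responses were normalized to DMSO and 10 microM genistein, then fitted for concentration-effect.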
# FLuc modulator – counter-screen for miR-21 project: firefly luciferase inhibitors or activators. P08659. purified FLuc, Km substrates, luminescence inhibition. Potency, µM (highest dose often 57.5 µM), for the others: at the highest dose activity change, negative = inhibition, most hits filed as inhibitors. 360,000 tested, 6.9% active. AID 588342;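 note: potency is the fitted concentration of half-maximal effect; plate controls were vehicle for no effect and reference inhibitor for full effect; nearly all actives have a fitted effect of over 55% in size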
#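 Purified P. pyralis luciferase, 10 nM final, with Km-level 10 uM D-luciferin and 10 uM ATP in 50 mM Tris acetate pH 7.5, 10 mM Mg acetate, 0.01% Tween-20, 0.05% BSA; 6-point qHTS titration about 60 µM downward; luminescence read.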
# p53 reactivation – mutant p53 re-activation in reporter cells; Potency, µM (titrated, usually from 92.2 µM), inactives show at the top dose activity change, positive = activation, most hits filed as activators; AID 504706; 320,000 tested, 0.063% active; H1299 p53-A138V BP100-luciferase reporter, luminescence, 24 h; note: potency is the fitted concentration of half-maximal effect; % of control where 0% means no effect; nearly all actives have a fitted effect of over 45% in size
#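 H1299 (p53-null), stable ts p53-A138V + BP100-Luc; 1000 cells/well, Opti-MEM/10% FBS; cpd 4 pt, 1:5; 24 h, 37 deg C, 5% CO2; detection reagent 10 min RT; luminescence.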
# RORgamma inh – ROR gamma (mouse) transcription inhibition | P51450 | Potency, µM (series often up to 53.6 µM), for inactives: top-dose activity change, negative = inhibition, most hits filed as inhibitors | Drosophila S2 Gal4-RORgamma UAS-luciferase reporter, 20 h | 310,000 tested, 5.4% active; note: potency is the fitted concentration of half-maximal effect; % is set by controls: 0 for no effect and ±100 for the full control effect; nearly all actives have a fitted effect of over 60% in size
#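 Drosophila Schneider cells stably carrying a metallothionein-driven Gal4 DBD–ROR gamma fusion and a UAS-Photinus luciferase reporter were exposed to compound for 1 hr, then induced with copper sulfate (700 uM final) for 20 hr at ambient temperature before luminescence reading.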
# ELG1 genotox – induces genotoxicity in HEK293T cells with luciferase-tagged ELG1; HEK293T ELG1-luciferase reporter, luminescence, 16 h; Potency, µM (series often up to 46 µM), inactives show at the top dose activity change, positive = activation, most hits filed as activators; AID 504466; 330,000 tested, 1.3% active; note: potency is the fitted concentration of half-maximal effect; % of control where 0% means no effect; nearly all actives have a fitted effect of over 60% in size
#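 Quantitative HTS format in 1536-well plates. HEK293T ELG1-luciferase reporter cells receive test compound and are incubated 16 hr at 37 °C, 5% CO2; ONE-Glo added, 30 min room temperature, then luminescence read.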
# VP16 counter – counter-screen for ROR gamma inhibitors: Gal4-VP16 reporter; Drosophila S2 Gal4-VP16 UAS-luciferase, luminescence, 20 h; Potency, µM (highest dose often 53.6 µM), without a hit: at the highest dose activity, negative = inhibition, usual class: inhibitors; 310,000 tested, 3.5% active;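 note: Gal4-VP16 expression switched on by copper sulfate through the metallothionein promoter; potency is the fitted concentration of half-maximal effect; % is set by controls: 0 for no effect and ±100 for the full control effect; nearly all actives have a fitted effect of over 50% in size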
# NPC1 promoter act – NPC1 promoter activation | Huh7 NPC1 promoter luciferase reporter, 24 h | Potency, µM (highest dose often 9.22 µM), inactives show at the top dose activation, usual class: activators | 320,000 tested, 2.4% active | AID 485313;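 note: potency is the fitted concentration of half-maximal effect; % of control where 0% means no effect; nearly all actives have a fitted effect of over 60% in size; reporter is driven by a mutant NPC1 promoter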
#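 Readout is luciferase luminescence, reflecting NPC1 promoter activation in stably transfected Huh7 cells after 24 h compound exposure at 37 °C in reduced-serum medium with 10% FBS.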
# Rab9 promoter act – activators of Rab9 promoter; Huh7 Rab9 promoter-luciferase reporter, luminescence, 24 h; Potency, µM (series often up to 9.22 µM), for the others: top-dose activation, negative = inhibition, actives largely listed as activators; 320,000 tested, 2.8% active; note: potency is the fitted concentration of half-maximal effect; % of control where 0% means no effect; nearly all actives have a fitted effect of over 60% in size
#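 Quantitative HTS format; Huh7 Rab9-luciferase reporter cells (1500/well) receive compound 2 h post-plating, incubate 24 h at 37 °C, then get luciferase reagent for 10 min before luminescence reading.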
# Tb PFK inh – T. brucei PFK enzyme inhibition. Potency, µM (series often up to 57.5 µM), for inactives: at the highest dose activity, negative = inhibition, usual class: inhibitors. T. brucei PFK, ADP-Glo luminescence. 330,000 tested, 0.17% active. O15648. AID 485367;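 note: potency is the fitted concentration of half-maximal effect; 0% = uninhibited 1x PFK enzyme wells and -100% = no-enzyme wells; nearly all actives have a fitted effect of over 60% in size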
#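 1.25 nM PFK with 0.5 mM F6P and 0.1 mM ATP in 0.1 M TEA pH 8.0, 5 mM MgCl2, incubated 45 min at room temperature; ADP measured by ADP-Glo luminescence; compounds titrated up to 57 uM.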
# * marks the source's active call; other numbers are inactive results; ? = inconclusive; . = no result given; & = joins results of further samples; [ ] = another dose, or the depositor's remark. Unless noted, calls come from the whole dose curve; as a rule, active = well fitted curve in the direction sought with a large enough effect; inconclusive = small, poorly fitted or top-dose-only effect, or another doubt; inactive = no such curve, though single readings can be large; an effect the other way counts as inactive or inconclusive.
SMILES,ELG1 DNA repair,TRPV1 agonist,BRCA1 expr act,FLuc modulator,p53 reactivation,RORgamma inh,ELG1 genotox,VP16 counter,NPC1 promoter act,Rab9 promoter act,Tb PFK inh
Cc1cc(NC(=O)Nc2ccc(Cl)cc2)n(C)n1,2%,19,31%,?,0%,1%,2%,5%,0%,1%,-9%
CC(C)(C)OC(=O)N1CCC(C(=O)Nc2ccc(C(=O)N3CCOCC3)cc2)CC1,-15%,.,-11%,.,3%,.,5%,.,.,.,4%
Cc1ccc(S(=O)(=O)Nc2ccc(NC(=O)CN3CCCCC3)cc2)cc1,4%,0,-32%,3%,-5%,3%,-2%,11%,0%,-1%,11%
O=C(NCCc1ccccc1)c1cnc2sccn2c1=O,?,5,?,17µM*,?,-16%,?,3%,?,3.5µM*,-9%
Cc1ccc(C)c(S(=O)(=O)NCC(c2ccc3c(c2)OCO3)N2CCOCC2)c1 (centres undefined),?,2,-18%,-4%,0%,.,-3%,.,-2%,0%,-13%
O=C1[C@@H]2[C@H](C(=O)N1Cc1ccco1)[C@H]1C=C[C@@H]2C1,7%,1,6%,5%,-1%,-2%,0%,0%,0%,0%,3%
Cn1c(N2CCCCC2)nc2c1c(=O)n(Cc1cccc(Br)c1)c(=O)n2C,-2%,18,-29%,10%,-1%,2%,2%,18%,-5%,-2%,3%
N#Cc1c(-c2ccccc2)ccnc1N1CCOCC1,4%,12,0%,-19%,0%,-7%,8%,9%[10 µM],-2%,3%,4%
COc1ccc(OC)c(NC(=O)CCNC(=O)Cn2cnc3ccccc3c2=O)c1,-28%,0,0%,0%&2%,-3%,28%,13%,-9%,-1%,10%,-2%
Cc1ccccc1OCC(=O)OCC(=O)NCc1cccs1,-1%,?,8%,4%,8%,-22%,1%,-2%,0%,-2%,-3%
C/C(=N\NC1=N[C@H]2CS(=O)(=O)C[C@H]2S1)c1ccccc1,3%,1,32%,-3%,2%,-27%,-1%,8%,-1%,-1%,2%
Cc1cccc2nc3c(nc12)-c1ccccc1C3=O,?,-7,-70%,-4%,5%,8%,7%,9%,5%,?,-1%
CCCC(=O)Nc1nnc(-c2cccc(OCC)c2)s1,28%,-1,44%,-3%,8%,-18%,0%,4%,18%,22%,-4%
O=C(Nc1cc(S(=O)(=O)N2CCOCC2)ccc1OCC(F)(F)F)C1=COCCO1,?,-2,-29%,4%,4%,.,0%,.,-1%,2%,-2%
O=C(COC(=O)c1ccc([N+](=O)[O-])o1)Nc1cccc2ccccc12,22%,0,-3%,-4%,-2%,-10%,-6%,1%,-2%,0%,-2%
O=C(CCCn1c(SCC(=O)NCC2CCCO2)nc2ccccc2c1=O)NCc1ccccc1 (centres undefined),-9%,1,-6%,0%,4%,-5%,0%,-1%,-1%,-3%,-4%
Cc1cc(Cl)ccc1OCCCC(=O)N1CCN(C(=O)c2ccco2)CC1,-13%,19,-22%,-11%,1%,39%,-2%,4%,3%,-1%,0%
O=C(OCC(=O)c1ccc(Cl)s1)c1ccccn1,?,-2,-1%,7.6µM*,-2%,6%,-1%,6%,0%,0%,12%
Cc1ccc(-c2nnc3ccc(SCC(=O)Nc4cc(C)on4)nn23)cc1,?,-1,0%,-1%,-10%,5%,-1%,-15%,2%,1%,2%
CCCCS(=O)(=O)N1CCC(C(=O)Oc2ccccc2OC)CC1,-13%,-3,-1%,-1%,22%,15%,1%,8%,2%,-1%,-4%
Cc1ccc(C(=O)NC(=S)NCc2cccnc2)c(C)c1,-17%,-1,-27%,-1%,4%,?,-7%,-1%,-2%,0%,0%
CC(C)NC(=O)N(C)C[C@H]1Oc2c(NC(=O)Nc3ccc(C(F)(F)F)cc3)cccc2C(=O)N([C@H](C)CO)C[C@@H]1C,-20%,.,-36%,.,2%,.,-6%,.,.,.,8%
COc1cccc(CN2CCCC(C(=O)N3CCCCC3)C2)c1OC (centres undefined),-14%,-1,-1%[1.84 µM],-1%,-6%,-8%,-3%,-3%,-1%,7%,-6%
Cn1cc(CCNC(=O)CC2C(=O)NCCN2CC(c2ccccc2)c2ccccc2)cn1 (centres undefined),10%,-2,0%,1%,-4%,1%,1%,1%,0%,1%,2%
CCN1CCN(C(=S)Nc2ccc3nc4n(c(=O)c3c2)CCCCC4)CC1,-1%,3,-3%,5%,0%,15%,-4%,-10%,-9%,-1%,-2%
COc1ccc(NC(=O)C2C(=O)N(C)C3(C)CC2c2ccccc2O3)cc1 (centres undefined),14%,14,-1%,4%,-7%,10%,0%,-5%,-4%,0%,3%
CCOCCn1c(SC)nc2c1c(=O)[nH]c(=O)n2C,15%,0,9%,0%,-7%,-23%,1%,-22%,0%,1%,0%
CN1CCc2nc(SCc3ccc(C(C)(C)C)cc3)c(C#N)cc2C1,-12%,2,-40%,-20%,-4%,29%,-10%,-2%,2%,-1%,1%
CCCCc1cc2c(s1)CCCC/C2=N/O,12%,12,-11%,-15%,15%,?,3%,1%,-2%,-6%,0%
Cc1cccc(CN2CCC(N3CC(C)OC(C)C3)CC2)c1 (centres undefined),9%,-7,-6%,0%,-9%,-6%,-2%,-8%,-3%,1%,0%
N#Cc1cc(N)c(Nc2ccccc2)cc1C#N,?,-6,-31%,3%,-2%,19%,2%,-3%,0%,-1%,-13%
CCOc1ccc(CCn2c(-c3ccco3)nc3ccccc3c2=O)cc1OCC,9.2µM*,19,-35%,3%,1%,?,-33%[inhibitor],-1%,-3%,-5%,-6%
CC1(C)CCCN(C(=O)N2c3ccccc3Sc3ccccc32)C1,14%,15,-37%,3%,4%,26%,-2%,2%,-2%,-1%,-1%
COC(=O)c1cccc(N2C(=O)C3CC=CCC3C2=O)c1 (centres undefined),6%,3,7%,0%,-8%,3%,4%,3%,-2%,-2%,0%
Cc1ccc(S(=O)(=O)/N=C(/c2ccc(F)cc2)N2CCOCC2)cc1,-10%,1,1%,0%,-2%,4%,6%,-6%,1%,8%,1%
COC(=O)c1c(-n2c(C)cc(C=O)c2C)sc2c1CCCC2,6%,?,-3%,12µM*,0%,18%,1%,0%,-4%,2%,0%
O=C(Oc1ccc(N(C(=O)c2ccncc2)S(=O)(=O)c2cccs2)cc1)c1ccncc1,6%,-2,7%,2%,1%,17%,-3%,-13%,0%,0%,2%
Cc1ccc(S(=O)(=O)N2CCOCC2)cc1NC(=O)CSc1n[nH]c(N)n1,-11%,2,-3%,4%,5%,-17%,-2%,2%,0%,13%,1%
COc1ccc(N(C)C(=O)C2CCN(S(=O)(=O)c3cccc4nonc34)CC2)c(OC)c1,-10%,-4,-12%,1%,-4%,28%,-8%,-8%,2%,-1%,0%
Cc1nn(-c2ccccc2)c(Cl)c1C(=O)N(C)c1nc(-c2ccc(F)cc2)cs1,2%,0,.,9%,4%,5%,6%,-4%,-4%,-6%,3%
CC(=O)c1ccc(NS(=O)(=O)Cc2ccc(Cl)cc2)cc1,10%,7,5%,2%,3%,14%,3%,17%,-1%,-3%,3%
CCN(CC)S(=O)(=O)c1cc(NC(=O)CSc2n[nH]c(N)n2)ccc1C,-2%,-2,44%,-8%,-6%,.,-2%,.,-4%,1%,-6%
CN(C)CCn1c2c(c(SCC(=O)N3CCc4ccccc43)nc1=O)CCCC2,?,-1,-26%,-1%,4%,.,0%,.,-6%,3%,-1%
COc1ccc(N2CCN(c3ccnc4cc(Cl)ccc34)CC2)cc1,-6%,10,-9%,2%,-8%,-13%,-16%,3%,2%,23%,-2%
CCOC(=O)c1c(S(=O)(=O)NCC(=O)Nc2cc(C)ccn2)c(C)n(C)c1C,?,-1,12%,-1%,20%,7%,5%,0%,-2%,-1%,2%
COc1cc2nc(C3CCC3)n(NC(=O)c3ccco3)c(=O)c2cc1OC,-16%,19,0%,-2%,-2%,-7%,2%,-19%,-2%,-1%,-4%
COc1ccc(OC)c(S(=O)(=O)NCC(c2ccco2)N2CCc3ccccc3C2)c1 (centres undefined),?,9,-29%,0%,-1%,.,2%,.,-5%,-1%,-7%
CCCCCCC(C)n1[nH]c(=O)c2c(C)cc(=O)[nH]c21 (centres undefined),?,7,-17%,4%,4%,7.1µM*,-7%,4µM*,-7%,-16%,-3%

# Assay outcomes: PubChem BioAssay, National Center for Advancing Translational Sciences (NCATS)
